# D1 agonist – agonists of human D1 dopamine receptor; AID 504660; activation, % at 2 µM; HEK293 T-REx D1 cells, calcium flux, agonist mode; 1% of 360,000 active; also: 0% is about no effect
# Target sequence (P21728 whole entry, looked up): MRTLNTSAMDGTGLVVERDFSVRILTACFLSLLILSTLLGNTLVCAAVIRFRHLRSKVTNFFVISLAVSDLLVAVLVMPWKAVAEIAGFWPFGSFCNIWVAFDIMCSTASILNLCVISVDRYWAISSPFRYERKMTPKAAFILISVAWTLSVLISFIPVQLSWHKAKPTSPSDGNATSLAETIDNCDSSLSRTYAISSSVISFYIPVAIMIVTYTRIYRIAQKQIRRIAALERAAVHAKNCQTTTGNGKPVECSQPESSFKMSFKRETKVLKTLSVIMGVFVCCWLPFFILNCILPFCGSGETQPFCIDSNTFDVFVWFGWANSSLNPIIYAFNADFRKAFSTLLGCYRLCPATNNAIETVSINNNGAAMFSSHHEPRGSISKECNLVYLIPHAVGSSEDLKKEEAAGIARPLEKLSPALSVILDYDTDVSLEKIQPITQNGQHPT
#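 Inducible HEK293 T-REx D1 cells, force-coupled to calcium signalling, were plated at 4000 cells/well with tetracycline and held overnight at 30 C. After no-wash calcium dye loading, compound-evoked calcium rise over 180 s flagged agonists.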
# D2 ag – agonists of human D2 dopamine receptor | 0.53% of 340,000 active | HEK293 T-REx D2 cells, calcium flux agonist mode | activation, % at 2 µM | AID 485358;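 active = activation over 3 SD above normal in the single-dose calcium agonist read, cut at about 30% in these data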; also: 0% is about no effect
#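 HEK293 Trex D2 cells, tetracycline-induced, o/n 30 C 5% CO2; no-wash Ca dye, RT 30–90 min; 10-cycle baseline, 23 nl cpd added, kinetic Ca read 180 s; agonist hits = positive Ca response.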
# D2 antag – antagonizes the human D2 dopamine receptor. 2% of 340,000 active. HEK293 TREx D2 cells, calcium flux, dopamine EC80. P14416. inhibition, % at 10 µM. AID 485344; in the data active = inhibition above about 30%; also: 0% is about no effect
#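 Dopamine at EC80 is the agonist stimulus; test compounds precede it by 180 s. Calcium flux read kinetically in a force-coupled, inducible HEK293 T-REx D2 cell line.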
# D1 PAM – enhances dopamine response at the human D1 receptor; P21728; HEK293 TREx D1 cells, calcium flux, dopamine EC20 potentiation; 0.036% of 360,000 active; potentiation, % at 10 µM; in the data active = potentiation above about 30%; also: 0% is about no effect
# RXFP1 antag – antagonists of human relaxin receptor RXFP1. Q9HBX9. HEK293-RXFP1, relaxin-stimulated cAMP HTRF, 30 min; hits give low values. activity change, negative = inhibition, % at 57.5 µM. 0.59% of 350,000 active;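 active = activity change of -60% or lower, but not beyond a set lower limit; inconclusive = change between -60% and -40%, or beyond the set limit; inactive = change above -40%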; also: % is scaled to controls: 0 for no effect and ±100 for the full control effect
# TRHR PAM – allosterically enhances the human TRH receptor; AID 493056; 0.66% of 360,000 active; TRHR cells, fluo-8 calcium fluorescence, EC20 TRH enhancement; enhancement, % at 2 µM; P34981; in the data active = enhancement above about 30%; also: 0% is about no effect
# Target sequence (P34981 whole entry, looked up): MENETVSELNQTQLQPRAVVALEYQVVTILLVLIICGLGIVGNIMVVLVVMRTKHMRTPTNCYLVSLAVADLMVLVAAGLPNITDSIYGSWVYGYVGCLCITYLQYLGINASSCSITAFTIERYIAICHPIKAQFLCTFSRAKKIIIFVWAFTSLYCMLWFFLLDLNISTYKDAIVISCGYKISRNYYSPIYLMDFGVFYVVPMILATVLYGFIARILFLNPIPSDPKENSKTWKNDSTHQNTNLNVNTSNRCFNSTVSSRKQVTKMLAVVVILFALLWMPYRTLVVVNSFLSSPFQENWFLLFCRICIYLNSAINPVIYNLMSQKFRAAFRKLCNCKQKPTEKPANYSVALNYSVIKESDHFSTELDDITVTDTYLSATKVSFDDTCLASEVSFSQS
#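 TRHR-expressing cells loaded with fluo-8 calcium dye were read kinetically (ex 480/em 530) during compound addition, then stimulated with an EC20 of TRH (10 nM final). Enhancement of the Gq-mediated intracellular calcium response was scored.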
# TRHR ag – agonists of human TRH receptor; AID 493084; 0.18% of 360,000 active; TRHR cells, calcium flux fluo-8, FDSS agonist mode; activation, % at 2 µM; also: 0% is about no effect
#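 Steps: seed TRHR cells overnight; add fluo-8 no-wash Ca dye, RT 30 min–1.5 h; record 10 s baseline; pin-transfer compounds; monitor fluorescence 1 cycle/s for the agonist window. Calcium increases flag candidate agonists.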
# D1 antagonist – human D1 dopamine receptor antagonism. P21728. HEK293 TREx D1 cells, calcium flux, dopamine EC80; hits give low values. activity change, negative = inhibition, % at 10 µM. AID 504652. 3.2% of 360,000 active; in the data active = activity change below about -30%; also: % is scaled to controls: 0 for no effect and ±100 for the full control effect
#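 Cells carrying a force-coupled, tetracycline-inducible human D1 receptor report calcium flux. Each well gets a 10 s baseline, compound with 180 s monitoring, then an EC80 dopamine stimulus with a second 180 s kinetic read.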
# D2 PAM – positive allosteric modulators of human D2 dopamine receptor; HEK293 T-REx D2, calcium flux, EC20 dopamine potentiation; potentiation, % at 10 µM; 0.34% of 340,000 active; AID 485347;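 active = potentiation over 3 SD above the plate norm, cut at about 30% in these data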; also: 0% is about no effect
#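 Tetracycline-induced Hek293 Trex D2 cells, force-coupled to calcium, loaded with no-wash calcium dye. Compound added with 180 s kinetic read for agonism, then EC20 dopamine and a further 180 s read for potentiation.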
# Numbers without * were called inactive; ? = inconclusive; nt = no result given. Rule as the data show it, unless noted: active = activation above about 30%; inactive = the rest. Compounds as they come; overall some 7.1% were active at least once.
SMILES,D1 agonist,D2 ag,D2 antag,D1 PAM,RXFP1 antag,TRHR PAM,TRHR ag,D1 antagonist,D2 PAM
COCCN1Cc2cccc(C(=O)NC(C)c3cccs3)c2C1=O (centres undefined),1,1.0,6,1,7,-5,0.4,1,1
c1ccn2c(c1)nc1c2nc2ccccn21,1,1.0,-5,-7,-29,-2,0.1,-11,-5
CCC12CSc3nc(Cl)ccc3N1C(=O)C(=O)N2C (centres undefined),1,1.0,-3,-1,4,0,-0.9,0,-4
N#Cc1c(-c2cccc(Cl)c2)[nH]c(=S)[nH]c1=O,0,0.5,-2,0,-8,1,0.5,2,6
FC(F)Oc1ccc(/C=N/n2c(Cc3ccc(Br)cc3)n[nH]c2=S)cc1,3,-1.7,14,-6,7,2,-0.9,-4,-1
O=C(Nc1ccc(N2CCN(C(=O)c3cccs3)CC2)c(Cl)c1)c1cccnc1,7,0.1,0,-3,-15,7,0.8,6,-1
N#CC(=C=[N-])c1nc2ccccc2nc1-[n+]1cccc(NC(=O)c2ccc(F)cc2)c1,5,0.3,-5,0,nt,4,-0.1,5,6
NC1=NC2CS(=O)(=O)CC2S1 (centres undefined),1,0.8,1,0,2,-4,0.9,7,9
CCOc1ccc(-n2c(-c3ccc(OC)cc3)cc3c2CC(C)(C)CC3=O)cc1,5,-0.8,nt,-4,-14,-9,0.0,5,-7
COc1ccc(-c2c(C#Cc3ccsc3)c3cc(-c4ccc5[nH]ccc5c4)ccc3n2C)cc1,-1,0.6,1,-9,nt,-4,0.5,nt,6
COc1cc(C2C(C#N)=C(N)Oc3cc(N(C)C)ccc32)cc2c1OCO2 (centres undefined),45*,14,12,-1,-12,2,45*,10,-6
COc1ccccc1N1CCN(Cc2cn[nH]c2-c2ccc(F)cc2)CC1,60*,6.0,82*,-4,-2,12,-0.6,4,-27
COCCNC(=O)CSc1nnc(NC(=O)C2CC(=O)N(c3ccccc3OC)C2)s1 (centres undefined),3,-0.2,-8,-3,-3,-3,0.6,-3,1
COc1cc(C(C#N)N2CCOCC2)ccc1O (centres undefined),2,0.7,-11,3,-3,25,-2.6,2,0
Fc1c(F)c(F)c(SCn2cc(Br)cn2)c(F)c1F,2,0.8,16,-11,-14,-5,-0.2,0,-8
CCOC(=O)c1c(C)oc2ccc(OCc3cc(C(=O)OC)oc3C)cc12,3,0.7,-21,0,-10,-3,1.9,13,-1
CN(C)S(=O)(=O)c1ccc(C(=O)Nc2nnc(Cc3ccccc3)s2)cc1,4,0.7,-19,3,4,6,0.7,10,3
CN(C)c1ccc(N/C=C/C(=O)c2ccc(F)cc2)cc1,7,1.7,0,-12,-2,-4,2.1,-14,11
O=C(NCCNC(=O)c1ccco1)c1ccco1,2,-3.0,-2,-12,2,-4,0.3,-6,nt
O=S1(=O)c2ccccc2Nc2ccccc21,1,0.8,-9,-2,28,6,1.8,-1,3

# Brought forward from above: three entries, then new ones.
SMILES,D1 agonist,D2 ag,D2 antag,D1 PAM,RXFP1 antag,TRHR PAM,TRHR ag,D1 antagonist,D2 PAM
CN(C)c1ccc(N/C=C/C(=O)c2ccc(F)cc2)cc1,7,1.7,0,-12,-2,-4,2.1,-14,11
O=C(NCCNC(=O)c1ccco1)c1ccco1,2,-3.0,-2,-12,2,-4,0.3,-6,nt
O=S1(=O)c2ccccc2Nc2ccccc21,1,0.8,-9,-2,28,6,1.8,-1,3
O=C(OCC(=O)C12CC3CC(CC(C3)C1)C2)c1ccc(CO)cc1,6,-0.2,7,0,3,-5,0.4,-9,-1
N#Cc1ccccc1Sc1ccccc1C(=O)Nc1ccc(Br)cc1,1,0.6,-1,-4,-5,-2,-0.1,-8,9
Cc1cc(C)c(C)c(S(=O)(=O)N2CCN(c3ccccn3)CC2)c1C,3,-0.2,-5,-4,-26,-2,-0.3,6,5
CN1/C(=C\C=C2/SC(=S)NC2=O)C(C)(C)c2ccccc21,436*,41*,16,12,-34,1,83*,-29,-8
Cc1ccc(NC(=S)N(CCCN2CCCC2)Cc2cccn2Cc2ccc(Cl)cc2)cc1,3,0.5,3,-11,-21,5,0.4,-12,-11
COC(=O)CC(NC(=O)CN1CCN(c2ccc(F)cc2)CC1)c1cccc(F)c1 (centres undefined),2,0.2,9,-9,7,-3,1.3,-5,-3
O=C(CCCNS(=O)(=O)c1cccc2nsnc12)N1CCCCC1,2,0.5,2,1,7,9,-0.4,-15,1
COc1ccccc1Nc1ncccc1[N+](=O)[O-],7,-0.3,-6,7,5,8,-0.6,1,5
CCOc1ccc(C(=O)Nc2cccc3ncccc23)cc1Cl,5,-3.1,-6,-7,-10,-9,0.0,-30*,4
COc1ccc(C(=O)Nc2ccc3nc(SCC(=O)N(C)c4ccccc4)sc3c2)cc1,32*,nt,nt,4,nt,-2,-1.0,-3,4
CCc1ccc(CNC(=O)CCc2nnc(CCc3ccc(OC)cc3)o2)nc1,2,0.3,-6,6,9,-3,-0.1,6,-8
CCCN1C(=O)SC(CC(=O)Nc2ccccc2)C1=O (centres undefined),2,nt,nt,-3,2,-3,0.0,-21,nt
Cc1noc(C)c1S(=O)(=O)N1CCCC(C(=O)NCc2ccccc2Cl)C1 (centres undefined),2,-0.2,-5,-5,18,-7,-0.2,-8,1
CC(C(=O)Nc1ccc2c(c1)OCCO2)N(c1ccccc1)S(C)(=O)=O (centres undefined),1,1.1,1,-1,13,8,0.4,7,5
O=C(COc1ccc([N+](=O)[O-])cc1)NNC(=O)c1cccnc1,0,-0.3,-8,0,-25,-6,0.9,12,-11
O=C1NC(c2ccccc2)=C(c2ccc3ccccc3n2)C(c2ccncc2)N1 (centres undefined),2,16,2,0,4,-5,1.1,15,-5
CCOC(=O)N1CCC(N2Cc3cccc(C(=O)N4CCN(c5cccc(C)c5C)CC4)c3C2=O)CC1,0,-0.8,2,-1,-6,0,-1.8,-23,23
CCCCNC(=O)OCC(CC)NC(=O)OC(C)C (centres undefined),2,0.0,11,-2,-6,-6,0.2,-1,-5
Cc1cc(-c2ccccc2)nc(SCC(=O)N2CCCC2)n1,1,-0.3,1,2,-7,-3,-0.4,-7,-11
O=C(C[n+]1cccc(CNC(=O)c2ccc(OC(F)F)cc2)c1)Nc1cccc(C(F)(F)F)c1,-1,-0.8,45*,-8,-5,0,0.8,-15,-28

# Part of the list above, field by field.
molecule: O=C1NC(c2ccccc2)=C(c2ccc3ccccc3n2)C(c2ccncc2)N1 (centres undefined)
  D1 agonist: 2
  D2 ag: 16
  D2 antag: 2
  D1 PAM: 0
  RXFP1 antag: 4
  TRHR PAM: -5
  TRHR ag: 1.1
  D1 antagonist: 15
  D2 PAM: -5
molecule: Cc1cc(C)c(C)c(S(=O)(=O)N2CCN(c3ccccn3)CC2)c1C
  D1 agonist: 3
  D2 ag: -0.2
  D2 antag: -5
  D1 PAM: -4
  RXFP1 antag: -26
  TRHR PAM: -2
  TRHR ag: -0.3
  D1 antagonist: 6
  D2 PAM: 5
molecule: COc1ccc(C(=O)Nc2ccc3nc(SCC(=O)N(C)c4ccccc4)sc3c2)cc1
  D1 agonist: 32*
  D2 ag: nt
  D2 antag: nt
  D1 PAM: 4
  RXFP1 antag: nt
  TRHR PAM: -2
  TRHR ag: -1.0
  D1 antagonist: -3
  D2 PAM: 4
molecule: O=C(COc1ccc([N+](=O)[O-])cc1)NNC(=O)c1cccnc1
  D1 agonist: 0
  D2 ag: -0.3
  D2 antag: -8
  D1 PAM: 0
  RXFP1 antag: -25
  TRHR PAM: -6
  TRHR ag: 0.9
  D1 antagonist: 12
  D2 PAM: -11

# D2 antag, hit marks shown above.
Structure	D1 agonist	D2 antag	D1 PAM	RXFP1 antag	TRHR PAM	D1 antagonist	D2 PAM
COc1ccccc1N1CCN(Cc2cn[nH]c2-c2ccc(F)cc2)CC1	60*	82*	-4	-2	12	4	-27
O=C(C[n+]1cccc(CNC(=O)c2ccc(OC(F)F)cc2)c1)Nc1cccc(C(F)(F)F)c1	-1	45*	-8	-5	0	-15	-28

# The listing continues:
SMILES,D1 agonist,D2 ag,D2 antag,D1 PAM,RXFP1 antag,TRHR PAM,TRHR ag,D1 antagonist,D2 PAM
COc1ccc(N(CC(=O)N2CCCC2)S(C)(=O)=O)cc1,3,-0.8,-9,3,8,-3,0.4,-2,1
Cc1c(CCC(=O)N[C@@H](C)C(=O)O)c(=O)oc2c(C)c3oc4c(c3cc12)CCCC4,4,0.6,-5,-10,15,5,1.0,-21,4
COc1ccc(S(=O)(=O)N2CCCCC2)cc1Br,12,0.3,-9,-6,2,2,-0.2,-48*,0
COc1ccc(S(=O)(=O)NCCSCc2ccco2)cc1Cl,6,0.1,-8,0,0,0,-1.7,1,6
COCCNc1ncnc2c1c(-c1ccccc1)cn2-c1cccc(Cl)c1,7,0.6,nt,0,?,15,1.1,5,3
Cc1ccc(/C=C2/SC(=S)N(CCCC(=O)Nc3cc([N+](=O)[O-])ccc3O)C2=O)cc1,3,nt,nt,2,4,3,0.5,3,-1
CCN(CC)C(=O)c1sc(NC(=O)C(C)C)c(C#N)c1C,0,0.4,-8,2,6,12,0.6,-11,24
CCOc1ccc(S(=O)(=O)N(CC(=O)NCCc2ccc(OC)cc2)c2ccccc2)cc1,6,1.5,nt,-3,nt,-4,0.0,-17,-2
Cc1csc2sc(-c3ccnc(SCC(=O)NCc4ccccc4)n3)c(C)c12,4,-0.5,-5,-1,4,-5,0.1,2,-4
COc1cc(C2SCC(=O)N2CCCN(C)C)cc(OC)c1OC (centres undefined),2,-0.5,19,-1,-19,18,-0.6,2,4
O=C(C1=C[C@H](c2ccc(C(F)(F)F)cc2)C[C@H](OCc2ccc(CO)cc2)O1)N1CCCCCCC1,1,-0.2,-1,2,nt,-1,0.9,13,2
Cc1cc(N2CCN(c3ccccn3)CC2)n2cc(-c3ccccc3)nc2n1,1,-1.3,4,1,-2,4,0.7,-13,12
Cc1cccc(N2CCN(C(=O)C3CCN(S(=O)(=O)N4CCOCC4)CC3)CC2C)c1 (centres undefined),13,nt,nt,-6,-5,-1,1.1,-9,nt
